Screens: PubChem BioAssay, Sanford-Burnham Center for Chemical Genomics
SENP6 inh – inhibitors of human SENP6 protease; AID 2599; Recombinant SENP6 catalytic domain, aminoluciferin luminescence; actives 1.8% (n = 330,000); inhibition, % at 10 µM;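 active = inhibition above about 50% at the single tested dose, limit read from the data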;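 note: plate controls were DMSO wells with enzyme for no effect and DMSO wells lacking enzyme for full effect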
NR3A LBD binder – NR3A (human) ligand-binding domain modulation; actives 2.5% (n = 340,000); NR3A LBD differential scanning fluorimetry, Tm shift; 0% = protein alone, 100% = glycine-bound protein; Tm shift relative to glycine control, % at 25 µM;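 active = melting temperature shift of at least 10% of the positive control shift, at one fixed dose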
MPTP inh – permeability transition pore inhibition. isolated mouse mitochondria, Ca2+ swelling absorbance, 30 min. actives 1.4% (n = 360,000). AID 602449. inhibition, % at 10 µM;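 active = inhibition of 50% or more, scaled per plate between neutral and stimulator controls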;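 note: 0% = DMSO wells given calcium and 100% = 1 mM EGTA wells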
SENP1 inh – blocks the human SENP1 SUMO protease catalytic domain. inhibition, % at 10 µM. actives 0.21% (n = 360,000). recombinant SENP1 catalytic domain, CyPet-SUMO1-YPet FRET cleavage. AID 624204. Q9P0U3;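 active = inhibition at least 30% at 10 µM, raw YFP signal under a set limit, fluorescence ratio 0.5 to 1.5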;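 note: 0% = enzyme with DMSO and 100% = no enzyme wells; some results filed as inactive read as strong as hits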
Target sequence (Q9P0U3 419-644 limits assumed): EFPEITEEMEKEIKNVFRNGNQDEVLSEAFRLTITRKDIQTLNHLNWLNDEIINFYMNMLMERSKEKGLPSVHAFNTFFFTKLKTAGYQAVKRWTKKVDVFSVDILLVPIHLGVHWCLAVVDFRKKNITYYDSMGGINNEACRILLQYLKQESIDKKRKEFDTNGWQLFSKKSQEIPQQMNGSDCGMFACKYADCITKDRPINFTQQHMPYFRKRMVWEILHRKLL
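Assay system: hSENP1 catalytic domain, recombinant. Amount: SENP1 enzyme, 20 pM final. Schedule: 50 min reaction, RT, dark. Technique: FRET, CFP and YFP emission. Control set: no-enzyme wells low, DMSO-plus-enzyme wells high control.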
SENP8 block – SENP8 (human) protease inhibition; Q96LD8; recombinant SENP8, Nedd8 substrate fluorescence; inhibition, % at 20 µM; actives 0.64% (n = 360,000); AID 602440; in the data active = inhibition mostly above about 40%, no sharp cut-off; inactive = mostly below about 27%
Target sequence (Q96LD8 whole entry, looked up): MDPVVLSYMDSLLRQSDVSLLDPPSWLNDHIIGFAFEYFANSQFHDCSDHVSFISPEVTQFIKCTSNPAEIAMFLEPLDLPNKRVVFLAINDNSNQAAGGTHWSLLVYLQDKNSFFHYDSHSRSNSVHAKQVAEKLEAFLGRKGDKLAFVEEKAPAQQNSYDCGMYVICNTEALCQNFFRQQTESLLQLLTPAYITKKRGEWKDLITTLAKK
ATG4B inhibitor – inhibitors of human ATG4B cysteine protease | inhibition, % at 8.33 µM | Q9Y4P1 | ATG4B cleavage of LC3-PLA2, NBD-HPC fluorescence, 1 h | actives 0.51% (n = 340,000) | AID 504462; in the data active = inhibition above about 40%
Target sequence (Q9Y4P1 whole entry, looked up): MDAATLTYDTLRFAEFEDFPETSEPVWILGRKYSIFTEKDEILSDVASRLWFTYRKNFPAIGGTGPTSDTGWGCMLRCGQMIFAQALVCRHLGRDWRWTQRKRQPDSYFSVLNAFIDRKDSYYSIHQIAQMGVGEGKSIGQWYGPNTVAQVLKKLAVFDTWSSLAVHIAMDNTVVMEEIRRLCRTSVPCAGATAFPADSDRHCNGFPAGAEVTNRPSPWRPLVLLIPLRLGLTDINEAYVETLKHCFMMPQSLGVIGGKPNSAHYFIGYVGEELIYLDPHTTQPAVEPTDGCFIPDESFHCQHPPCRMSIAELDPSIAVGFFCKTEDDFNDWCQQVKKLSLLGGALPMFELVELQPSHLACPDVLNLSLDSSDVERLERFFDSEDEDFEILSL
PfGluPho inh – PfG6PD (Plasmodium falciparum) enzyme inhibition | PfGluPho enzyme, NADPH resazurin-diaphorase fluorescence | inhibition, % at 20 µM | actives 0.78% (n = 350,000) | AID 504690;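 active = inhibition reaching at least a set limit at 20 µM in the primary screen, cut at about 59% in these data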;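 note: 0% = DMSO wells with substrate and 100% = DMSO wells lacking glucose-6-phosphate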
hIAP act – increases human intestinal alkaline phosphatase activity; purified human IAP, CDP-Star luminescence, 30 min; stronger effect = higher value; 1 = vehicle-only enzyme, 0 = enzyme-free background; actives 0.16% (n = 330,000); P09923; AID 2524; activation factor at 10 µM;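 active = activation factor of the enzyme at least 2-fold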; note: the source names both 10 and 20 µM as test concentration; values of inactives mirror those of a sister screen read the other way
An asterisk follows results filed as active; x = not tested or not shown.

SMILES	SENP6 inh	NR3A LBD binder	MPTP inh	SENP1 inh	SENP8 block	ATG4B inhibitor	PfGluPho inh	hIAP act
Cc1cc(C)c2nc(N3CCN(C(=O)c4ccco4)CC3)sc2c1	-18.4	1.3	-0.6	0.1	9.5	4.3	8.2	1.02
CC(=O)c1ccc(NC(=S)NCC(c2ccco2)N2CCCC2)cc1 (configuration not stated)	6.6	-0.6	-1.4	-0.6	0.5	-3.5	-3.9	0.921
CCC(CC)C(=O)N1N=C(c2ccc(NS(C)(=O)=O)cc2)CC1c1ccc(C)cc1 (configuration not stated)	-14.7	-6.0	3.3	-4.9	-359.5	-8.9	9.0	1.08
Cn1cc(S(=O)(=O)NC2CCCCC2)c(=O)n(C)c1=O	-10.4	x	-1.3	2.0	25.3	-3.8	9.3	0.989
COc1ccc(NC(=S)N2CCC(N(C)CC3CCCO3)CC2)cc1 (configuration not stated)	-13.3	-0.5	-1.0	-0.1	5.4	-10.4	-20.0	1.04
COC(=O)CCSCC(=O)Nc1ccc(C)c(S(=O)(=O)N2CCCCC2)c1	-0.4	1.1	1.1	0.8	-10.5	-1.9	-8.2	1.07
CCN1CCN(CCNC(=O)Cn2c(=O)c3cccn3c3ccc(F)cc32)CC1	5.0	-0.2	-1.4	-1.4	-2.6	-1.8	1.0	1.1
CCOc1cccc(OCCOCCOc2ccccc2C(C)=O)c1	-16.0	1.9	-0.7	0.0	6.4	-8.9	-4.2	2.24*
CCOc1ccc(N2C(=O)Cc3ccccc3C2=O)cc1	32.0	1.3	-0.3	-2.3	74.8*	-1.8	9.3	1.07
COCCN1C(=O)Cc2c1nc(N)c1c(N)nc(N3CCN(c4ccc(F)cc4)CC3)c(C#N)c21	-2.2	3.6	1.8	-23.1	-453.1	3.5	6.7	0.868
Cc1cccc(C(=O)Oc2csc(=S)n2C(=O)c2cccc(C)c2)c1	0.5	-0.8	0.6	0.8	35.9	-5.1	38.3	1.02
CCCCCc1ccc(-c2cn(CN3C(=O)c4ccccc4C3=O)nn2)cc1	-12.0	9.9	71.2*	2.5	14.8	6.8	-14.9	0.988
O=S(=O)(Nc1cccc2[nH]ncc12)c1cccs1	16.2	-1.3	-0.3	-1.3	10.9	4.2	-1.0	0.985
Cc1cc(=O)[nH]c2c1c(C)nn2C1CCCC1	-1.6	-1.3	0.5	0.2	14.1	0.1	9.7	0.838
Cc1c(NC(=O)c2ccc(S(=O)(=O)Nc3ccccc3F)cc2)c(=O)n(-c2ccccc2)n1C	-11.0	3.1	-1.2	1.2	-4.6	-16.5	10.0	0.975
COc1ccc(CCNC(=O)C2(C)CCC(=O)N2Cc2ccc(C)cc2)cc1OC (configuration not stated)	-17.8	-0.3	-1.1	0.1	16.1	-2.0	8.3	1.14
N#CCSc1nc(-c2ccccc2)cs1	4.1	-1.3	0.6	0.9	6.0	-1.1	9.9	1.26
C/C(Nc1cccc(F)c1)=C(/C#N)C(N)=O	-5.1	1.4	0.2	0.8	-1.0	0.0	0.1	0.921
CCOC(=O)c1c(-c2ccccc2)oc2cc(CN(C)C)c(O)c(CN(C)C)c12	1.9	0.9	4.8	-25.2	-40.0	-0.3	-6.0	0.813
COC(=O)c1ccc(/C=N/N2CCN(Cc3ccccc3Cl)CC2)cc1	-7.6	2.4	-0.4	0.8	-2.1	-2.3	23.5	1.18
CCSc1nnc(NC(=O)Cc2cccc(OC)c2)s1	-15.9	-0.1	-5.3	-2.2	21.2	-8.0	10.9	0.975
COc1ccc(NC(=O)N(C)C[C@H]2OCc3cnnn3CCCC(=O)N([C@H](C)CO)C[C@@H]2C)cc1	x	x	-0.2	-0.5	-1.8	x	-4.0	x
COc1ccc(C(C(=O)NC2CCCC2)N(C(=O)c2ccco2)c2ccc3c(c2)OCO3)cc1OC (configuration not stated)	-13.0	-1.1	-4.7	-1.6	20.6	-2.6	-26.7	1.07
O=C(c1ccco1)N1CCN(C(=O)c2ccccc2[N+](=O)[O-])CC1	-24.4	-3.2	-0.2	3.5	6.3	-4.4	-6.2	1.09
CC1Cc2ccccc2N1C(=O)CSc1nnc(Cn2nnc3ccccc32)n1C (configuration not stated)	-6.7	1.9	-0.5	0.8	11.6	1.1	0.4	1.22

Sorted by SMILES length (lowest first): part of the list above
SMILES	SENP6 inh	NR3A LBD binder	MPTP inh	SENP1 inh	SENP8 block	ATG4B inhibitor	PfGluPho inh	hIAP act
N#CCSc1nc(-c2ccccc2)cs1	4.1	-1.3	0.6	0.9	6.0	-1.1	9.9	1.26
Cn1cc(S(=O)(=O)NC2CCCCC2)c(=O)n(C)c1=O	-10.4	x	-1.3	2.0	25.3	-3.8	9.3	0.989
CCCCCc1ccc(-c2cn(CN3C(=O)c4ccccc4C3=O)nn2)cc1	-12.0	9.9	71.2*	2.5	14.8	6.8	-14.9	0.988
COc1ccc(C(C(=O)NC2CCCC2)N(C(=O)c2ccco2)c2ccc3c(c2)OCO3)cc1OC (configuration not stated)	-13.0	-1.1	-4.7	-1.6	20.6	-2.6	-26.7	1.07
Cc1c(NC(=O)c2ccc(S(=O)(=O)Nc3ccccc3F)cc2)c(=O)n(-c2ccccc2)n1C	-11.0	3.1	-1.2	1.2	-4.6	-16.5	10.0	0.975
COc1ccc(NC(=O)N(C)C[C@H]2OCc3cnnn3CCCC(=O)N([C@H](C)CO)C[C@@H]2C)cc1	x	x	-0.2	-0.5	-1.8	x	-4.0	x

(next part)
SMILES	SENP6 inh	NR3A LBD binder	MPTP inh	SENP1 inh	SENP8 block	ATG4B inhibitor	PfGluPho inh	hIAP act
O=c1[nH]c2c(c(=O)n1-c1ccccc1)CCO2	x	1.3	0.7	0.0	4.8	6.2	-10.4	x
Cc1nc(SCC2(C)CC2(Cl)Cl)n[nH]1 (configuration not stated)	-23.6	0.7	-0.7	0.6	4.0	-3.8	10.2	1.02
CC(C)CCn1cnc2c1c(=O)n(C)c(=O)n2C	-0.8	-0.8	-1.8	4.1	12.1	-8.8	-6.1	0.872
Cc1noc(C)c1NC(=O)NC(c1ccccc1)c1ccccc1	-8.5	-2.2	-1.3	4.1	35.6	8.1	-17.3	0.865
O=c1c(Cl)c(N2CCN(S(=O)(=O)c3ccc(F)cc3)CC2)cnn1-c1cccc(Cl)c1	-10.2	-0.7	1.8	2.6	15.5	-13.1	2.9	1
O=C(CSc1ccccc1)N1CCN(c2ccccc2)CC1	-2.7	-0.2	-1.4	-0.5	28.3	-1.0	-0.7	1.72
O=C(N/N=C/c1ccc([N+](=O)[O-])cc1)c1cccnc1	-19.1	-1.4	-0.5	1.4	27.4	-5.3	1.6	1.16
C/C=C/C(=O)N1CC2(CC(c3cccc(NC(=O)CC)c3)=NO2)C[C@H]1C(N)=O (some centres not stated)	-18.5	2.5	-0.3	0.0	18.0	-5.2	-5.1	1.1
CCN(CC)CCCOc1ccc(C)cc1Br	-25.3	-12.1	-4.1	1.4	26.5	-5.1	-17.3	0.954
COc1ccc(NC(=O)Cn2c(=O)oc3cc(S(=O)(=O)N4CCCC4)ccc32)cc1	-13.3	0.4	1.1	2.8	3.3	1.2	-19.6	0.757
CCc1ccc(N2CC(C(=O)OCC(=O)N(CC)c3c(N)n(Cc4ccccc4)c(=O)[nH]c3=O)CC2=O)cc1 (configuration not stated)	x	-1.6	-0.1	-3.5	0.3	-7.8	4.0	x
Nc1nc(Cl)cc(=O)n1Cc1ccc(Cl)cc1	-9.7	-0.1	0.7	-0.8	20.7	-3.1	-1.8	1.08
O=C1NCCN1CCN1C(=O)c2ccccc2NC1c1ccccc1 (configuration not stated)	4.2	-0.8	2.3	-3.5	-419.2	-0.2	-0.2	0.932
CCOc1ccc(NC(=O)C2CCC(CNc3c(N4CCC(C)CC4)c(=O)c3=O)CC2)cc1 (configuration not stated)	-33.4	1.4	0.4	2.9	14.0	-2.6	-13.0	1.17
COc1ccc(-c2cc(CCCC(=O)N3CCN(c4ccc(OC)cc4)CC3)no2)cc1	-5.8	-1.2	7.8	-6.9	17.8	-4.2	19.6	1.14
COC(=O)c1cccc(NC(=S)NCc2ccc(Cl)cc2)c1	-12.5	0.1	94.0*	1.8	20.0	1.5	-10.0	1.09
COCCn1c(Cc2ccccc2)nnc1SCc1nc2ccccc2c(=O)[nH]1	7.1	0.2	-1.3	-2.1	18.7	-3.4	10.5	1.03
COc1cccc(C2C(C#N)=C(N)Oc3c2oc(CO)cc3=O)c1OC (configuration not stated)	8.4	0.1	3.8	1.5	26.6	-4.1	-11.7	1.03
Nc1nc(SCc2ccc(Cl)c(Cl)c2)n[nH]1	-18.0	0.5	6.9	0.8	21.0	1.8	5.1	0.883
Cc1cccc(C=NOCCc2ccccc2)n1	x	1.8	0.3	0.7	-3.9	1.3	10.6	x
COc1cc(/C=N/NC(=O)c2cn(-c3cccc(C)n3)cn2)ccc1O	-1.1	-21.3	0.2	-0.8	-190.9	-1.9	-1.2	0.951
Nc1nn(-c2ccccc2)nc1C(=O)OCc1ccccc1	5.2	1.2	3.1	1.2	-364.9	9.7	-2.8	0.865
CC(C)CN(CCNC(=O)c1cn(C)c2ccc(S(=O)(=O)N3CCCC3)cc2c1=O)CC(C)C	-1.0	25.6*	0.8	1.7	14.2	1.2	-30.2	1.24
COc1ccccc1N1CCN(CCCOc2ccc(F)cc2)CC1	15.5	0.8	1.1	-0.8	24.0	5.6	-7.7	0.922
COC(=O)c1cc(C(=O)NCc2ccccc2)c(=O)[nH]c1C	-10.3	-0.3	0.6	1.1	9.3	0.5	2.4	0.957

More results
SMILES	SENP6 inh	NR3A LBD binder	MPTP inh	SENP1 inh	SENP8 block	ATG4B inhibitor	PfGluPho inh	hIAP act
Cc1ccc(CNC(=O)CCS(=O)(=O)c2cc3c(cc2Cl)NC(=O)CO3)o1	-9.7	-0.3	-0.7	0.2	21.9	4.1	-7.2	0.978
COc1ccc(CN2CCC(Oc3cc(C(=O)NC4CC4)ccc3OC)CC2)c(O)c1	11.6	-0.1	-0.2	-0.1	2.7	2.2	-1.0	1.28
CCCNC(=O)OCCC12CC3CC(CC(C3)C1)C2	6.8	-0.4	3.4	0.5	32.2	20.6	3.4	1.05
COc1ccc(Oc2nc(-c3ccccn3)nc3ccccc23)cc1	-17.1	-0.6	0.5	2.2	8.3	22.2	32.3	1.15
O=C(Nc1ccccc1C(F)(F)F)N1CCCC(O)C1 (configuration not stated)	1.7	0.0	-1.3	-0.1	24.2	-4.2	1.8	1.01
COCCN(C(=O)COC(=O)c1ccc(C)s1)c1c(N)n(Cc2ccccc2)c(=O)[nH]c1=O	11.7	4.3	-0.2	-3.5	19.1	-5.2	5.9	1.05
CCOc1ccc(Cn2c3ccc(OC)cc3c3nc4ccccc4nc32)cc1OC	3.1	1.9	0.5	41.8*	29.5	-11.3	19.3	0.901
Cc1ccc(C(=O)NC2CCSC2=O)cc1 (configuration not stated)	-2.5	-2.5	0.8	2.3	3.9	-6.8	-13.6	1.05
O=[N+]([O-])c1cc(C(F)(F)F)ccc1N1CCN(S(=O)(=O)c2ccc3ccccc3c2)CC1	-10.1	-1.7	0.3	4.2	40.0*	8.4	-5.6	0.83
CCCCNC(=O)/C(C#N)=C/c1ccc(C(=O)OC)cc1	-2.1	0.6	-0.6	0.6	9.0	-1.5	17.4	0.974
Cc1cccn2c(=O)c3cc(C(=O)N4COCC4(C)C)sc3nc12	-15.2	-0.7	-0.3	-40.9	-419.6	-12.1	24.6	1.07
O=C(CCC(=O)N1CCN(Cc2ccc(F)cc2)CC1)Nc1nnc(C2CCCCC2)s1	0.2	-1.4	1.1	0.9	5.2	-0.8	-3.4	0.891
Cc1cc(C)c(S(=O)(=O)c2ccccc2)c(N2CCOCC2)n1	1.0	0.9	0.1	-0.1	15.6	7.4	-1.9	0.975
CCOC(=O)C(CCSC)Nc1nc(Cl)nc(Nc2ccc(Cl)cc2)n1 (configuration not stated)	-11.0	-5.3	-0.8	1.8	6.4	-10.1	22.9	1.06
CCCCCC(=O)Nc1cccc(C2=NOC3(C2)C[C@H](C(N)=O)N(C(=O)c2ccccc2C(=O)c2ccccc2)C3)c1 (some centres not stated)	-11.0	-5.7	-1.1	1.7	-3.9	-14.4	17.1	0.799
